Bioassay records: PubChem, several laboratories
KCNK9 block – blocks the human KCNK9 two-pore domain potassium channel | Q9NPC2 | HEK293 KCNK9, FluxOR thallium flux fluorescence; active compounds read low | B-score at 10 µM | 310,000 tested, 1.2% active;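 active = ratio B-score over 3 SD below the library mean, with starting fluorescence within 5 SD of its mean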;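 note: negative B-score means less thallium flux so channel inhibition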
Target sequence (Q9NPC2 whole entry, looked up, the tested form may be a part): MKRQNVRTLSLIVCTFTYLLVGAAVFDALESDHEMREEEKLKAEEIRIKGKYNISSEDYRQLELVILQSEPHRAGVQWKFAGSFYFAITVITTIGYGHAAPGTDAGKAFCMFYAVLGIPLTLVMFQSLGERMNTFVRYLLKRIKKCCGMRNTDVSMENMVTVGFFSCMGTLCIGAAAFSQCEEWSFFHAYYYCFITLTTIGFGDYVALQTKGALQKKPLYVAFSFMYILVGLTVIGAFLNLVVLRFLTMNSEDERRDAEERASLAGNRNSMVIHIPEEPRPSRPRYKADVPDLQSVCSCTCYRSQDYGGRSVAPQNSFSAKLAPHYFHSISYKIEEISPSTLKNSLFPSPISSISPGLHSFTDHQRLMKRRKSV
RGS4 act – RGS4 potentiation or activation | HEK293 M3R/inducible RGS4, carbachol calcium flux Fluo4; active compounds read low | B-score at 10 µM | 310,000 tested, 0.92% active | AID 463111;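 active = B-score of the integrated calcium signal more than 4 SD below the library mean, with starting fluorescence not abnormally high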;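 note: negative B-score means reduced calcium response which marks RGS4 activation or potentiation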
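System – HEK293 FlpIn-TREx cells, stable M3R, doxycycline-inducible RGS4 · Reagent – ECmax carbachol challenge · Times – compound preincubation 20 min at room temperature before agonist · Technique – Fluo4 fluorescence kinetic imaging of calcium · Measure – B score of integrated Fluo4 ratio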
KCNQ1 inh – blocks the human KCNQ1 potassium channel; P51787; CHO-K1 KCNQ1, FluxOR thallium flux fluorescence; active compounds read high; B-score at 10 µM; 310,000 tested, 1.3% active; AID 2642;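 active = compounds whose thallium flux B-score, printed positive for inhibition, exceeds three library SD while starting fluorescence stays within three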;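 note: channel opened by potassium depolarization with thallium stimulus after 20 min compound exposure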
RGS4 block – inhibitors of human RGS4; 310,000 tested, 0.45% active; HEK293 M3R/RGS4 inducible, Fluo-4 calcium flux; active compounds read high; triggered by carbachol at its EC20; B-score at 10 µM; AID 463165; P49798;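 active = B-score, a plate-corrected calcium signal, over three deviations above library mean, with baseline fluorescence within five deviations of library mean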;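 note: RGS4 expression induced by doxycycline in cells with stable M3 receptor; B-score is computed from the integrated fluorescence ratio over baseline after carbachol; higher B-score means a larger calcium signal and so more RGS4 inhibition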
Target sequence (P49798 whole entry, looked up): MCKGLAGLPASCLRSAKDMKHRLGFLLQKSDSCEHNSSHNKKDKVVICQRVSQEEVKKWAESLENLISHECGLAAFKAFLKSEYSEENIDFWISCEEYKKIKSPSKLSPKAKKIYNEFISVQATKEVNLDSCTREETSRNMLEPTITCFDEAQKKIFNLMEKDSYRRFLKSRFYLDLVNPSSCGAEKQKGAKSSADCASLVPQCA
KCNQ1 pot – potentiators or activators of human KCNQ1 potassium channel | 310,000 tested, 0.35% active | B-score at 10 µM | P51787 | AID 2648 | CHO-K1 KCNQ1, thallium flux FluxOR fluorescence; active compounds read high;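 active = fluorescence ratio B-score, a plate-corrected score, at least three library SD, with initial intensity B-score within 5 SD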
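Assay system: CHO-K1 cells stably expressing KCNQ1; Medium: assay buffer with matched DMSO; Also added: K+/Tl+ depolarizing stimulus; Dosing: single dose; Timing: dye 90 min, compound 20 min, room temperature; Measured by: kinetic FluxOR thallium fluorescence, 10-s 1-Hz baseline, 110-s post-stimulus read; Read-out: peak-minus-minimum fluorescence over initial fluorescence, negative-control normalized, B-scored.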
KCNK3 block – human KCNK3 channel inhibition, primary screen | 340,000 tested, 0.84% active | O14649 | CHO-KCNK3 thallium flux, FluxOR fluorescence; active compounds read low | B-score at 10 µM;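 active = B-score under library mean minus 4 SD, starting fluorescence ratio at most library mean plus 5 SD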;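 note: more negative B-score means stronger inhibition of thallium flux through KCNK3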
Target sequence (O14649 whole entry, looked up): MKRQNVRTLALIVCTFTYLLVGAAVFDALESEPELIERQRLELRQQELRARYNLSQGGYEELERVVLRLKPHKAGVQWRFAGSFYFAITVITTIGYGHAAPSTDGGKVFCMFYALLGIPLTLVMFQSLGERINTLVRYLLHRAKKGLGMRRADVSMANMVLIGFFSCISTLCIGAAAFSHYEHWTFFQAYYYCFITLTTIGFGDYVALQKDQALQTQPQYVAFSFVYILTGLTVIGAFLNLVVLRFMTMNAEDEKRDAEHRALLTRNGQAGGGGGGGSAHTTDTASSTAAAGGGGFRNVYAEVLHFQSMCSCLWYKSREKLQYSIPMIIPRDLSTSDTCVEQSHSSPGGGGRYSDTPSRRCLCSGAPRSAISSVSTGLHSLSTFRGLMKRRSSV
SKKanGAS inh – blocks kanamycin growth of S. pyogenes SKKanGAS strain. inhibition, % at 7.5 µM. BacTiter-Glo, 6 h. 300,000 tested, 1.3% active;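 active = mean replicate score, as percent of positive control median, at least 50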;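 note: strain carries kanamycin resistance gene driven by streptokinase promoter and grows in 40 µg/ml kanamycin; loss of luminescence reflects streptokinase promoter inhibition or plain growth inhibition; 0% = median of DMSO wells and 100% = positive control at its reference dose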
ANO1 block – inhibitors of mouse TMEM16A calcium-activated chloride channel | Q8BHY3 | normalized B-score (activity score, 25-100; higher = stronger inhibition) at 10 µM | 310,000 tested, 1.2% active | AID 588511 | HEK293 TMEM16A/YFP iodide influx fluorescence, ionomycin;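 active = ratio plate-corrected score three or more library SD toward inhibition, starting fluorescence score within five deviations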;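 note: score derived from kinetic fluorescence span divided by baseline fluorescence per well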
TMEM16A act – activators or potentiators of mouse TMEM16A chloride channel | 340,000 tested, 0.3% active | AID 623877 | HEK293 TMEM16A/YFP-H148Q/I152L, iodide quench fluorescence; active compounds read low | B-score at 10 µM;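 active = fluorescence-ratio B-score plate-corrected deviation score at least 3 library SD below zero, with starting fluorescence score within 5 deviations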;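 note: channel opened by trigger with iodide after compound preincubation; score built on the fluorescence ratio of max minus min over baseline; more negative score means more quench and so TMEM16A activation or potentiation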
HDAC3 inh – blocks human histone deacetylase 3. O15379. recombinant HDAC3, fluorogenic peptide/trypsin coupled, fluorescence. inhibition, % at 8.3 µM. 320,000 tested, 0.15% active; in the data active = inhibition above about 26%, passing the limit was not always enough
hERG rescue – hERG (human) protection from proarrhythmic block | Q12809 | CHO-hERG, FluxOR thallium flux, dofetilide IC70 present | activation (rescue from dofetilide block), less the hit threshold, % at 10 µM | 310,000 tested, 0.51% active;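 active = activation above the mean of controls blocked by dofetilide plus 5 SD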;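 note: thallium influx through hERG after potassium depolarization seen as dye fluorescence rise; in these data hits start at about 4.7%; inactives centre near -7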
* marks the source's active call; other numbers are inactive results; i = inactive; x = not tested or not shown.

SMILES	KCNK9 block	RGS4 act	KCNQ1 inh	RGS4 block	KCNQ1 pot	KCNK3 block	SKKanGAS inh	ANO1 block	TMEM16A act	HDAC3 inh	hERG rescue
CC12CN3CC(C)(CN(C1)C3c1ccc([N+](=O)[O-])o1)C2=O (stereo not given)	i	i	i	i	i	i	-15	i	i	-1	-2
Cc1ccc(S(=O)(=O)NC2(C(F)(F)F)NC(=O)N(Cc3ccccc3)C2=O)cc1 (stereo not given)	i	i	i	i	i	i	1	i	i	4	0
COc1ccc(C(=O)OCC(=O)NC(C)CCc2ccccc2)c(OC)c1 (stereo not given)	i	i	i	i	i	i	1	i	i	5	-8
CCCCCCCOC(=O)C1=C(C)Nc2ncnn2C1c1cccs1 (stereo not given)	i	i	i	i	i	i	37	i	i	3	5
CCOC(=O)c1cnc2c(C)cccc2c1Nc1ccc(N2CCOCC2)cc1	i	i	i	i	i	x	1	i	x	-2	-5
COC(c1ccccc1)c1nnc(CCC(=O)NC2C3CC4CC(C3)CC2C4)o1 (stereo not given)	i	i	i	i	i	i	4	i	i	13	-5
S=C(NCc1ccccc1)NCC1COc2ccccc2O1 (stereo not given)	i	i	i	i	i	i	3	i	i	6	-19
COC(=O)c1sc(S(=O)(=O)N2CCCCC2)c(C(=O)OC)c1C	i	i	i	i	i	i	1	i	i	2	-17
O=C(O)C1CC=CCC1C(=O)NNc1c(Cl)cc(Cl)cc1Cl (stereo not given)	i	i	i	i	i	i	-25	i	i	1	-4
O=C(Cn1c(C(F)(F)F)nc2ccccc21)c1ccc(F)cc1	i	i	i	i	i	i	-4	i	i	4	1
c1ccc(-n2c(SCC3CCCCO3)nnc2-c2cccs2)cc1 (stereo not given)	i	i	i	i	i	i	0	i	i	-5	-4
CCN(CC)C(=O)CSc1nc2sc3c(c2c(=O)n1CCCOC)CCC3	i	i	i	i	i	i	-1	i	i	0	-10
CC1=CC(=O)O[C@@H]1[C@@]1(C)C[C@H]2OC(=O)C[C@H]3[C@@H](C)C(=O)C(O)=C1[C@@]23CO	i	i	i	i	i	i	0	i	i	1	-5
CCN(CC)C(=O)C1=C(C)Nc2nc3ccccc3n2C1c1cccc(OC)c1 (stereo not given)	i	i	i	i	i	i	-3	i	i	5	-11
CCc1ccc(/C=N/NC(=S)NCCc2ccccc2)cc1	i	i	i	i	i	i	11	i	i	4	-8
COc1ccc(OC)c(/C=N/NC(=O)c2cc[n+](Cc3ccccc3)cc2)c1	i	i	i	i	i	i	-7	i	i	5	-2
CSc1ccc(Cl)c(C(=O)Nc2ccc(C)cn2)c1	i	i	i	i	i	i	5	i	i	1	-3
O=C(NCC(c1ccco1)N1CCc2ccccc2C1)c1ccc(Cl)c([N+](=O)[O-])c1 (stereo not given)	i	i	6*	i	i	i	10	i	i	-1	-13
O=C1CN=CN=CN1c1ccc(Cl)cc1Cl	i	i	i	i	i	i	3	i	i	-3	-16
Cc1ccnc(SCCn2c(N3CC(C)OC(C)C3)nc3c2c(=O)n(C)c(=O)n3C)n1 (stereo not given)	i	i	i	i	i	i	-25	i	i	-9	2

Copied from above, 2 compounds:
SMILES	KCNK9 block	RGS4 act	KCNQ1 inh	RGS4 block	KCNQ1 pot	KCNK3 block	SKKanGAS inh	ANO1 block	TMEM16A act	HDAC3 inh	hERG rescue
CC12CN3CC(C)(CN(C1)C3c1ccc([N+](=O)[O-])o1)C2=O (stereo not given)	i	i	i	i	i	i	-15	i	i	-1	-2
Cc1ccc(S(=O)(=O)NC2(C(F)(F)F)NC(=O)N(Cc3ccccc3)C2=O)cc1 (stereo not given)	i	i	i	i	i	i	1	i	i	4	0

(continued)
SMILES	KCNK9 block	RGS4 act	KCNQ1 inh	RGS4 block	KCNQ1 pot	KCNK3 block	SKKanGAS inh	ANO1 block	TMEM16A act	HDAC3 inh	hERG rescue
COc1ccc(CN2CCNC(=O)C2CC(=O)NCCc2nc(C)c(C)s2)c(OC)c1 (stereo not given)	i	i	i	i	i	i	-2	i	i	x	-9
COc1ccc(CCNC(=O)C2CCN(C(=O)c3ccc(Cl)cc3)CC2)cc1	i	i	i	i	i	i	-5	i	i	0	-4
COc1ccccc1-c1nnc(SCC(=O)NCc2cccs2)n1N	i	i	i	i	i	i	-7	i	i	1	-4
CCN(CC)S(=O)(=O)c1cccc(C(=O)OCC(=O)NCc2ccccc2OC)c1	i	i	i	i	i	i	-5	i	i	1	-18
Clc1ccc(/C=N/Nc2nnc(-c3ncc[nH]3)c3ccccc23)cc1	i	i	i	i	i	i	3	i	i	-9	-15
C=CCNC(=O)C1CC2Cn3c(nc4cc(Cl)c(Cl)cc43)C2N1C (stereo not given)	i	i	i	i	i	i	-7	i	i	1	-11
O=C1C2C3C=CC(CC3)C2C(=O)N1c1cccc(Br)c1 (stereo not given)	i	i	i	i	i	i	-1	i	i	-1	-2
COCc1cc(C)nc(N2CCOCC2)c1C#N	i	i	i	i	i	i	-5	i	i	-10	-3
Cc1cc(C)cc(Oc2ccccc2/C=C\C(=O)O)c1	i	i	i	i	i	i	-5	i	i	2	-10
CCCc1cc(=O)[nH]c(SCC(=O)N2CCN(S(=O)(=O)c3ccc4ccccc4c3)CC2)n1	i	i	i	i	i	i	12	i	i	0	-9
Cc1ccc(C)c(N2CCN(S(=O)(=O)c3cn(C)cn3)CC2)c1	i	i	i	i	i	i	1	i	i	-1	-8
CCOC(=O)C1CCN(C(=O)c2cccnc2Oc2ccc(Cl)cc2)CC1	i	i	i	i	i	i	-5	i	i	-5	-6
CCOc1ccc(S(=O)(=O)NCc2csc(C)n2)cc1	i	i	i	i	i	i	-1	i	i	-1	-3
CCn1cc(CN2CCC(C(=O)Nc3cccc(-c4cccc(Cl)c4)c3)CC2)c(C)n1	i	i	i	i	i	i	-3	i	i	-4	-21
O=C(c1ccc(S(=O)(=O)NCC2CCCO2)cc1)N1CCc2ccccc21 (stereo not given)	i	i	i	i	i	i	-3	i	i	5	-6
CCOC(=O)C1=NNC2(CC(=O)N(c3cccc(C)c3)C2=O)C1 (stereo not given)	i	i	i	i	i	i	14	i	i	-3	-4
COc1cccc(/C=N/n2c(C3CCCCC3)n[nH]c2=S)c1	i	i	i	i	i	i	6	i	i	1	-5
Cc1ccc(NC(=O)COC(=O)[C@@H]2CCCN2C(=O)c2cccs2)cc1S(=O)(=O)N(C)C	i	i	i	i	i	i	8	i	i	x	-8
CCCc1nnc(SCCSc2nnc(CCC)n2N)n1N	i	i	i	i	i	i	-11	i	i	-7	-6
Cc1ccc(NC(=O)CN2CCOCC2)cc1	i	i	i	i	i	i	-1	i	i	7	-8
Cc1cccc(N2CCN(S(=O)(=O)c3ccc4c(c3)NC(=O)C(C)S4)CC2)c1C (stereo not given)	i	i	i	i	i	i	20	i	i	5	-9
O=C1NC(=Nc2cccc(O)c2)S/C1=C\c1cccnc1	i	i	i	i	i	i	3	i	i	0	-9
COCCN(C(=O)CSc1nnc(C)n1-c1ccc(C)cc1)c1c(N)n(Cc2ccccc2)c(=O)[nH]c1=O	i	i	i	i	i	i	4	i	i	-6	-13
CC(CCc1ccco1)NC(=O)c1cccc2c1C(=O)N(C1CCCCC1)C2 (stereo not given)	i	i	i	i	i	i	-4	i	i	4	-15
CN(Cc1nc(CC2CC2)no1)CC12CC3CC(CC(C3)C1)C2	i	i	i	i	i	i	15	i	i	2	-8
Cc1c(OCC(=O)N2CCC(C(N)=O)CC2)ccc2c3c(c(=O)oc12)CCCC3	i	i	i	i	i	i	-2	i	i	-46	-11
Cc1ccc(SCc2c(-c3ccccc3)nn(C)c2Cl)cc1	-8.5*	i	6*	i	i	i	31	i	i	-4	-5
COC(=O)c1ccc(CSc2nnc(NCc3ccccc3)s2)o1	i	i	i	i	i	i	-4	i	i	7	-5
C/C(=N\NC(=O)c1c(Cl)cnn1C)c1ccc(NC(=O)c2ccc(Br)o2)cc1	i	i	i	i	i	i	-4	i	i	-11	-8
O=C(Nc1ccc2c(c1)CCC2)c1ncoc1-c1ccccc1F	i	i	i	i	i	i	2	x	i	x	-9
Cc1ccc(-c2cc3ccccc3nc2N)cc1	i	i	i	i	i	i	3	i	i	-19	-8
CCc1c(C(C)S(=O)(=O)c2ccc(C)cc2)[nH]c(=O)n1-c1ccc(C)cc1 (stereo not given)	i	i	i	i	i	i	8	i	i	3	-11
COc1ccc(-c2nsc3c(N4CCCC4)ncnc23)cc1	i	i	i	i	i	i	19	i	i	1	-8
O=C(NC(=S)NNC(=O)c1cccs1)c1ccco1	i	i	i	i	i	i	61*	i	i	5	-17
Cc1cc2c(OCC(O)CNC3CCCCC3)cccc2[nH]1 (stereo not given)	i	i	i	i	i	i	16	i	i	6	-5
Cc1cccc(Oc2ncnc(N)c2[N+](=O)[O-])c1	i	i	i	i	i	i	-4	i	i	3	-9
CC(=O)c1cccc(N(C(=O)c2ccccn2)C(C(=O)NC2CCCCC2)c2ccccc2)c1 (stereo not given)	i	i	i	i	i	i	-2	i	i	0	-2
COc1ccccc1CCNC(=O)C1CCC(=O)N(C2CC2)C1 (stereo not given)	i	i	i	i	i	i	-4	i	i	-2	-3
Cc1nnc2n(C3CCCCC3)c(=O)c3c4c(sc3n12)COC(C)(C)C4	i	i	i	i	i	i	2	i	-15*	5	-2
O=C(COc1ccc(Cl)cc1Cl)Nc1cccnc1	i	i	i	i	i	i	0	i	i	2	-1
CCN(CC)C(=O)Oc1cc(COC)nc(-c2ccccc2)n1	i	i	i	i	i	i	-2	i	i	0	-10
CCCC(=O)N=C1SC2CS(=O)(=O)CC2N1c1ccc(CC)cc1 (stereo not given)	i	i	i	i	i	i	6	i	i	-3	-7
CC(C)Cn1c(=O)n(C)c(=O)c2[nH]cnc21	i	i	i	i	i	i	-2	i	i	-3	-7
O=C(Nc1ccc2[nH]ncc2c1)C1CCC1	i	i	i	i	i	i	-3	i	i	-2	-3
COCCNC(=O)c1ccc(C2SCC(=O)N2Cc2ccco2)cc1 (stereo not given)	i	i	i	i	i	i	-4	i	i	-2	-10
Cc1cc(C)cc(N(CC(=O)N2CCCC2)S(C)(=O)=O)c1	i	i	i	i	i	i	6	i	i	1	-6
N#CCCn1cc(C=C(C#N)C#N)c(-c2ccc(Cl)cc2)n1	i	i	i	i	i	i	1	i	i	-3	-9
Clc1ccc(N2N=C(c3cccs3)CC2c2ccco2)cc1 (stereo not given)	i	i	8*	i	i	i	-3	i	i	-53	-10
